Screens deposited in PubChem BioAssay by several laboratories.
SIAH1 antagonists – Siah-1 peptide-binding antagonists, primary screen, biochemical, fluorescence polarization, rhodamine-plectin, uHTS (AID 1817); Siah-1 / rhodamine-plectin peptide fluorescence polarization; higher % means a stronger effect; displacement, % at 20 µM, or IC50 in µM where a hit was titrated; hit rate 0.02% among 290,000;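 active = displacement of at least 50% at 20 µM, with a fluorescence ratio check between 0.3 and a set limit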;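 also: plate controls were Siah plus tracer with DMSO for no effect and tracer alone without Siah for full effect; strong numbers were not always called active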
AID2073 – disruptors of CaV2.2 binding to Mint1 – biochemical, HTRF (AID 2073); HTRF protein-protein interaction, Mint1-CaV2.2; higher % means a stronger effect; one-dose inhibition, % at 20 µM; IC50 in µM for titrated hits; hit rate 0.19% among 290,000; in the data active = inhibition mostly above about 51%, no sharp cut-off; also: some results filed as inactive read as strong as hits
Hep lipid drop – modulators of hepatic lipid droplet formation | AID 1656 | AML12 mouse hepatocytes, oleate lipid droplets, BODIPY imaging | hit rate 0.4% among 240,000 | inhibition, % at 6.5 µM;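 active = lipid droplet intensity inhibited by at least 50%, with more than 500 cells counted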
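Assay system: AML12 mouse liver cells | Compound dosing: One dose, 6.5 µM compound | Read-out basis: Droplet intensity reduction, % inhibition | Measured by: Fluorescence imaging, 20x objective, two fields per well | Schedule: Overnight treatment with compound plus oleate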
LYP phosphatase – inhibitors of LYP phosphatase, biochemical, fluorescence intensity, uHTS (AID 1779); recombinant LYP phosphatase, fluorescence intensity; higher % means a stronger effect; inhibition, % at 11.5 µM, or IC50 in µM where a hit was titrated; hit rate 0.054% among 290,000;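 also: plate controls were vehicle with enzyme for no effect and no enzyme for full effect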
HIV peptide binding – inhibitors of HIV fusion peptide binding, primary screen, biochemical, uHTS, fluorescence dequenching (AID 1986) | inhibition, % at 20 µM; hits with a dose series show IC50 in µM | hit rate 0.3% among 290,000 | cell-free peptide binding, fluorescence dequenching, 30 min; higher % means a stronger effect; in the data active = inhibition mostly above about 52%, no sharp cut-off; inactive = mostly below about 76%; also: some results filed as inactive read as strong as hits
Myeloid diff 2 – compounds promoting myeloid differentiation; AID 624256; ER-HoxA9 myeloid progenitors, lysozyme-GFP differentiation, flow cytometry; calls only at 10 µM; hit rate 1% among 360,000;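 active = normalized GFP-positive differentiation at or above the plate's own cutoff, the solvent-only control mean plus 3 SD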;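 also: cells exposed to compound for four days before flow analysis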
XIAP displacement – XIAP antagonists, biochemical, IAP family, fluorescence polarization (AID 1018) | XIAP BIR domain, fluorescence polarization peptide displacement; higher % means a stronger effect | one-dose displacement, % at 20 µM; IC50 in µM for titrated hits | hit rate 0.007% among 200,000; in the data active = displacement above about 50%; also: a part of the inactive calls stands beside numbers as strong as those of hits
HEK293 NOD2/NF-kB – inhibition of NOD2-driven NF-kB reporter – cell-based, luminescence, uHTS, HEK293 (AID 1566); HEK293 NOD2/NF-kB luciferase reporter, luminescence; higher % means a stronger effect; inhibition, % at 4 µM; hits with a dose series show EC50 in µM; hit rate 0.63% among 290,000; also: many of its hits are not listed in these tables
Dengue-2 NS5 capping – flavivirus cap methylation enzyme inhibition – biochemical, confirmation dose response, primary screen (AID 588689); Dengue-2 NS5 methyltransferase capping enzyme assay, biochemical; higher % means a stronger effect; one-dose inhibition, % at 25 µM; IC50 in µM for titrated hits; hit rate 0.3% among 340,000; in the data active = a potency from the dose series
Hep lipid drop cells 6.5 µM – also measured in Hep lipid drop; calls as there; cell count; measured here: cell count, cytotoxicity flag;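 cells counted across two imaged fields per well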
Dengue-2 NS5 capping pilot replicate – recorded beside Dengue-2 NS5 capping, whose call it bears; inhibition, %; measured here: pilot screen replicate inhibition
Myeloid diff 2 GFP+ MAC1+ % – second read-out of Myeloid diff 2, no call of its own (marks repeat the call); GFP+ MAC1+ double positive, %; measured here: differentiation confirmed by MAC1 staining
Numbers without * were called inactive; & = joins results of further samples. Rule as the data show it, unless noted: active = inhibition above about 50%; inactive = the rest.

Results for CCOC(=O)N1CCN(C(=O)CSc2nc3c([nH]c4ccccc43)c(=O)n2C)CC1 ?
SIAH1 antagonists: 0%; AID2073: -10%; Hep lipid drop: -9; LYP phosphatase: 0%; HIV peptide binding: -0.7%; Myeloid diff 2: inactive; XIAP displacement: -3.9%; HEK293 NOD2/NF-kB: 3%; Dengue-2 NS5 capping: -5%; Hep lipid drop cells 6.5 µM: 708; Myeloid diff 2 GFP+ MAC1+ %: 1.1

Results for CCOC(=O)Cn1c(=O)oc2cc(S(=O)(=O)NCc3ccccn3)ccc21 ?
SIAH1 antagonists: 2%; AID2073: -4%; LYP phosphatase: 1%; HIV peptide binding: 1.7%; Myeloid diff 2: inactive; XIAP displacement: -2.8%; HEK293 NOD2/NF-kB: 12%; Dengue-2 NS5 capping: -6%; Myeloid diff 2 GFP+ MAC1+ %: 3.0

How did Cc1ccc(C(C)C)c(OCC(=O)N/N=C/c2ccc(S(=O)(=O)O)o2)c1 do in these assays?
SIAH1 antagonists: -2%; AID2073: 20%; Hep lipid drop: -5; LYP phosphatase: -6%; HIV peptide binding: 2.4%; Myeloid diff 2: inactive; HEK293 NOD2/NF-kB: 27%; Dengue-2 NS5 capping: -7%; Hep lipid drop cells 6.5 µM: 742; Myeloid diff 2 GFP+ MAC1+ %: 0.1

How did CCCOC(=O)c1ccc2c(c1)C(=O)N(c1ccccc1)C2=O do in these assays?
SIAH1 antagonists: 1%; AID2073: 6%; LYP phosphatase: -2%; HIV peptide binding: -2.6%; Myeloid diff 2: inactive; XIAP displacement: -3.9%; HEK293 NOD2/NF-kB: 13%; Dengue-2 NS5 capping: -5%; Myeloid diff 2 GFP+ MAC1+ %: 1.3

What do the screens show for `CCN(CC)S(=O)(=O)c1ccc(/C=C/C(=O)OCC#N)cc1`?
SIAH1 antagonists: -2%; AID2073: -8%; Hep lipid drop: -2; LYP phosphatase: 0%; HIV peptide binding: 0.2%; Myeloid diff 2: inactive; XIAP displacement: -2.1%; HEK293 NOD2/NF-kB: 5%; Dengue-2 NS5 capping: 2%; Hep lipid drop cells 6.5 µM: 733; Myeloid diff 2 GFP+ MAC1+ %: 0.3

What do the screens show for `COc1ccc(NC(=O)c2nc(C)n(-c3ccc([N+](=O)[O-])cc3)n2)cc1`?
SIAH1 antagonists: -3%; AID2073: 10%; Hep lipid drop: -12; LYP phosphatase: -1%; HIV peptide binding: -1.3%; Myeloid diff 2: inactive; XIAP displacement: -3.5%; HEK293 NOD2/NF-kB: 24%; Dengue-2 NS5 capping: -4%; Hep lipid drop cells 6.5 µM: 688; Myeloid diff 2 GFP+ MAC1+ %: 0.1

How did COC(=O)c1ccc(/C=N\n2c(C)nnc2C)cc1 do in these assays?
SIAH1 antagonists: -6%; AID2073: -4%; Hep lipid drop: 34; LYP phosphatase: 5%; HIV peptide binding: -1.7%; Myeloid diff 2: inactive; XIAP displacement: -0.6%; HEK293 NOD2/NF-kB: -17%; Dengue-2 NS5 capping: 1%; Hep lipid drop cells 6.5 µM: 705; Myeloid diff 2 GFP+ MAC1+ %: 2.1

How did Cc1cc(N=Cc2c(O)ccc3cc(Br)ccc23)no1 do in these assays?
SIAH1 antagonists: -4%; AID2073: -12%; Hep lipid drop: 20; LYP phosphatase: -1%; HIV peptide binding: 9.6%; Myeloid diff 2: inactive; XIAP displacement: -0.7%; HEK293 NOD2/NF-kB: 1%; Dengue-2 NS5 capping: 3%; Hep lipid drop cells 6.5 µM: 778; Myeloid diff 2 GFP+ MAC1+ %: 0.5

How did O=Cc1ccc(OC(=O)C2CC(=O)N(c3ccc(F)cc3)C2)cc1 (configuration not stated) do in these assays?
SIAH1 antagonists: 1%; AID2073: -3%; LYP phosphatase: -5%; HIV peptide binding: 2.9%; Myeloid diff 2: inactive; XIAP displacement: -6.2%; HEK293 NOD2/NF-kB: 2%; Dengue-2 NS5 capping: -19%; Myeloid diff 2 GFP+ MAC1+ %: 0.4

How did COC(=O)C1=C(C)N(CC2CC2)C(=NCCN2CCOCC2)N[C@H]1c1ccccc1 do in these assays?
SIAH1 antagonists: 3%; AID2073: -4%; LYP phosphatase: -6%; HIV peptide binding: 1.0%; Myeloid diff 2: inactive; HEK293 NOD2/NF-kB: -2%; Dengue-2 NS5 capping: 0%; Myeloid diff 2 GFP+ MAC1+ %: 1.0

For convenience, two of the compounds above:
How did Cc1ccc(C(C)C)c(OCC(=O)N/N=C/c2ccc(S(=O)(=O)O)o2)c1 do in these assays?
SIAH1 antagonists: -2%; AID2073: 20%; Hep lipid drop: -5; LYP phosphatase: -6%; HIV peptide binding: 2.4%; Myeloid diff 2: inactive; HEK293 NOD2/NF-kB: 27%; Dengue-2 NS5 capping: -7%; Hep lipid drop cells 6.5 µM: 742; Myeloid diff 2 GFP+ MAC1+ %: 0.1

How did CCCOC(=O)c1ccc2c(c1)C(=O)N(c1ccccc1)C2=O do in these assays?
SIAH1 antagonists: 1%; AID2073: 6%; LYP phosphatase: -2%; HIV peptide binding: -2.6%; Myeloid diff 2: inactive; XIAP displacement: -3.9%; HEK293 NOD2/NF-kB: 13%; Dengue-2 NS5 capping: -5%; Myeloid diff 2 GFP+ MAC1+ %: 1.3

Continuation.
How did Cc1cc(CN2CCCC(N3CCc4ccccc4C3)C2)cc(C)c1O (configuration not stated) do in these assays?
SIAH1 antagonists: 2%; AID2073: -5%; Hep lipid drop: 4; LYP phosphatase: -4%; HIV peptide binding: 0.7%; Myeloid diff 2: inactive; HEK293 NOD2/NF-kB: -5%; Dengue-2 NS5 capping: -6%; Hep lipid drop cells 6.5 µM: 813; Dengue-2 NS5 capping pilot replicate: -2.1; Myeloid diff 2 GFP+ MAC1+ %: 0.4

Results for Cc1ccoc1C(=O)N1CCCCC1C(=O)O (configuration not stated) ?
SIAH1 antagonists: 5%; AID2073: 0%; Hep lipid drop: 11; LYP phosphatase: -7%; HIV peptide binding: 0.0%; Myeloid diff 2: inactive; XIAP displacement: -3.5%; HEK293 NOD2/NF-kB: 8%; Dengue-2 NS5 capping: -1%; Hep lipid drop cells 6.5 µM: 710; Myeloid diff 2 GFP+ MAC1+ %: 0.4

Results for Cc1ccccc1C(=O)N(Cc1nc2ccccc2c(=O)[nH]1)C1CCCC1 ?
SIAH1 antagonists: 2%; AID2073: 2%; Hep lipid drop: -8; LYP phosphatase: 0%; HIV peptide binding: -1.2%; Myeloid diff 2: inactive; XIAP displacement: 15%; HEK293 NOD2/NF-kB: 18%; Dengue-2 NS5 capping: -2%; Hep lipid drop cells 6.5 µM: 718; Myeloid diff 2 GFP+ MAC1+ %: 0.5

How did O=C(CN1CCSC1=NCc1ccccc1)c1ccccc1 do in these assays?
SIAH1 antagonists: -2%; AID2073: 7%; Hep lipid drop: -1; LYP phosphatase: -4%; HIV peptide binding: 0.3%; XIAP displacement: -4.0%; HEK293 NOD2/NF-kB: 1%; Dengue-2 NS5 capping: -11%; Hep lipid drop cells 6.5 µM: 605

Results for COc1ccccc1CNC(=O)C(c1ccccc1)c1ccccc1 ?
SIAH1 antagonists: 13%; AID2073: -2%; LYP phosphatase: -7%; HIV peptide binding: 1.5%; Myeloid diff 2: inactive; HEK293 NOD2/NF-kB: -7%; Dengue-2 NS5 capping: -5%; Dengue-2 NS5 capping pilot replicate: 4.0; Myeloid diff 2 GFP+ MAC1+ %: 0.7

What do the screens show for `COc1cccc(CN2CCNC(=O)C2CC(=O)NC2CCCCC2)c1OC` (configuration not stated)?
SIAH1 antagonists: 1%; AID2073: -2%; Hep lipid drop: -36; LYP phosphatase: -7%; HIV peptide binding: -1.3%; Myeloid diff 2: inactive; HEK293 NOD2/NF-kB: 8%; Dengue-2 NS5 capping: 16%; Hep lipid drop cells 6.5 µM: 707; Myeloid diff 2 GFP+ MAC1+ %: 0.5

How did O=c1cc(-c2ccccc2)[nH][nH]1 do in these assays?
SIAH1 antagonists: -2%; AID2073: 8%; Hep lipid drop: 40; LYP phosphatase: -1%; HIV peptide binding: 1.7%; Myeloid diff 2: inactive; XIAP displacement: -8.5%; HEK293 NOD2/NF-kB: -17%; Dengue-2 NS5 capping: 2%; Hep lipid drop cells 6.5 µM: 706; Myeloid diff 2 GFP+ MAC1+ %: 5.0

Results for Cc1nnc(C)n1/N=C/c1ccccc1 ?
SIAH1 antagonists: 0%; AID2073: -1%; LYP phosphatase: -11%; HIV peptide binding: -1.9%; Myeloid diff 2: inactive; XIAP displacement: -1.2%; HEK293 NOD2/NF-kB: 12%; Dengue-2 NS5 capping: -5%; Myeloid diff 2 GFP+ MAC1+ %: 6.5

How did COc1cc(/C=N/NC(=O)c2ccncc2)ccc1O do in these assays?
SIAH1 antagonists: 1%; AID2073: -1%; Hep lipid drop: 2; LYP phosphatase: 1%; HIV peptide binding: -0.5%; Myeloid diff 2: inactive; HEK293 NOD2/NF-kB: 3%; Dengue-2 NS5 capping: -7%&0%; Hep lipid drop cells 6.5 µM: 789; Myeloid diff 2 GFP+ MAC1+ %: 2.1&2.6

Results for CCCCCC(=O)Nc1nc(C)c(-c2csc(Nc3ccc(Cl)cc3)n2)s1 ?
SIAH1 antagonists: 1%; AID2073: -7%; LYP phosphatase: -2%; HIV peptide binding: 15%; Myeloid diff 2: inactive; XIAP displacement: -5.7%; HEK293 NOD2/NF-kB: -6%; Dengue-2 NS5 capping: -2%; Myeloid diff 2 GFP+ MAC1+ %: 0.5

Results for O=C(CSc1ncccn1)N1CCCc2ccccc21 ?
SIAH1 antagonists: 6%; AID2073: 5%; Hep lipid drop: -2; LYP phosphatase: -5%; HIV peptide binding: -0.3%; Myeloid diff 2: inactive; XIAP displacement: 0.1%; HEK293 NOD2/NF-kB: 1%; Dengue-2 NS5 capping: -2%; Hep lipid drop cells 6.5 µM: 683; Myeloid diff 2 GFP+ MAC1+ %: 1.0

What do the screens show for `COc1ccc2nc(NC(=O)C3CCCO3)sc2c1` (configuration not stated)?
SIAH1 antagonists: -8%; AID2073: 1%; Hep lipid drop: 7; LYP phosphatase: -7%; HIV peptide binding: 0.4%; Myeloid diff 2: inactive; XIAP displacement: -12%; HEK293 NOD2/NF-kB: -84%; Dengue-2 NS5 capping: -9%; Hep lipid drop cells 6.5 µM: 719; Myeloid diff 2 GFP+ MAC1+ %: 0.8

What do the screens show for `S=c1[nH]nc(-c2cc(-c3ccccn3)nc3ccccc23)o1`?
SIAH1 antagonists: -5%; AID2073: -9%; Hep lipid drop: 4; LYP phosphatase: -6%; HIV peptide binding: 3.8%; Myeloid diff 2: inactive; HEK293 NOD2/NF-kB: 6%; Dengue-2 NS5 capping: 13%; Hep lipid drop cells 6.5 µM: 725; Myeloid diff 2 GFP+ MAC1+ %: 0.4

Not all compounds are listed; count on the stated rates, not on these rows.
